# High-throughput results as filed in PubChem BioAssay.
# TDP1 cell noCPT: qHTS for Inhibitors of human tyrosyl-DNA phosphodiesterase 1 (TDP1): qHTS in cells in absence of CPT | DT40 Tdp1-/- hTDP1 cells, no CPT, ATP luminescence, 48 h | actives 15% (n = 420,000) | Potency, µM (series often up to 46.2 µM), for inactives: at the highest dose activity change, negative = growth inhibition, hits mostly inhibitors; further: nearly all actives have a fitted effect of over 55% in size
#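 A cellular qHTS used chicken DT40 cells lacking endogenous Tdp1 but carrying stably transfected human TDP1. Compounds were applied without camptothecin, and cell growth kinetics were judged by ATP-dependent luminescence after ≥48 hr.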
# TDP1 block: blocks human tyrosyl-DNA phosphodiesterase 1 | AID 485290 | actives 0.28% (n = 350,000) | Potency, µM (series often up to 130 µM), without a hit: at the highest dose activity change, negative = inhibition, usual class: inhibitors | Q9NUW8 | recombinant TDP1, AlphaScreen DNA substrate cleavage; further: nearly all actives have a fitted effect of over 40% in size
# Target sequence (Q9NUW8 whole entry, looked up): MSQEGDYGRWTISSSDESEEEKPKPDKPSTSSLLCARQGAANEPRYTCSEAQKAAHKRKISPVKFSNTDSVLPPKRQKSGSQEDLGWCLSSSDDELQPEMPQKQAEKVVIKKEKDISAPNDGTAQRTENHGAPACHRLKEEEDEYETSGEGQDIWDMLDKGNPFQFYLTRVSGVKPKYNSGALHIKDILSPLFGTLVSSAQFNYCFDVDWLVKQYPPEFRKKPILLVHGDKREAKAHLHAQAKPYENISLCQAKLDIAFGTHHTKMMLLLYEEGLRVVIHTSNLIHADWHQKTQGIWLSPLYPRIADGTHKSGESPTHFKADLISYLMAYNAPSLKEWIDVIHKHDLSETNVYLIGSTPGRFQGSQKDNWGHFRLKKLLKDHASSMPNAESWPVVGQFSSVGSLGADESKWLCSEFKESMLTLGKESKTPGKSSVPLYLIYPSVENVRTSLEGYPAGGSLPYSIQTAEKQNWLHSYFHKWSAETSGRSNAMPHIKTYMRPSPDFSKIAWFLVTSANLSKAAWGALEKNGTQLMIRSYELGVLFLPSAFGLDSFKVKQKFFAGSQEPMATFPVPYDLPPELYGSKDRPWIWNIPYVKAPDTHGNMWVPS
#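 Steps: enzyme plus compound, 15 min RT; add biotin/phosphotyrosine-FITC oligonucleotide (15 nM final), react 5 min; add donor/acceptor beads (10 ug/ml final), 10 min; read AlphaScreen. Tdp1 at 1 nM final.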
# N370S GC mod: inhibits or activates N370S mutant glucocerebrosidase; P04062; actives 0.092% (n = 330,000); Potency, µM (top dose mostly 59.4 µM), inactives show top-dose activity change, negative = inhibition, hits mostly inhibitors; N370S GC spleen homogenate, 4MU-glucoside fluorescence;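 further: 0% = full enzyme activity and -100% = no enzyme basal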
# * marks the source's active call; other numbers are inactive results; ? = inconclusive; . = no result given; [ ] = another dose, or the depositor's remark. The call rests on the fitted dose curve; in most records, active means well fitted curve in the direction sought with a large enough effect; inconclusive means small, poorly fitted or top-dose-only effect, or another doubt; inactive means no such curve, though single readings can be large; an effect the other way counts as inactive or inconclusive. Unless noted, on the % scale 0 is the no-effect control and ±100 the full control effect; potency means the concentration at half of the fitted maximal effect. The list is partial. The share of hits here may be higher or lower than overall.
SMILES,TDP1 cell noCPT,TDP1 block,N370S GC mod
CCOC(=O)C1CCCCN1Cc1cccc(Oc2ccccc2)c1 (configuration not stated),?,.,-1%
COc1cccc(C(=O)NCC(=O)OCc2cc(=O)n3c(C)csc3n2)c1,-12%,1%,.
O=[N+]([O-])c1cnccc1NC1CCCCC1,10%,.,-1%
Cc1nc2ccccc2c(=O)n1/N=C/c1c(O)ccc2ccccc12,18µM*,5%,-9%
Cn1c(COc2ccccc2)nnc1SCC(=O)NCc1ccccc1,0%,2%,1%
CC(=O)c1c(C)[nH]c(C(=O)COC(=O)c2cc(C)oc2C)c1C,2.6µM*,-12%,.
O=C(NC1CCCC1)C(c1ccccn1)N(Cc1ccccc1F)C(=O)c1csnn1 (configuration not stated),2%,12%,-2%
O=C(NCc1ccco1)C1CCN(C(=O)N2CCOc3ccccc32)CC1,-14%,1%,.
O=C(COc1ccccc1/C=C\c1nc(O)c([N+](=O)[O-])c(=O)[nH]1)Nc1ccccc1,7%,0%,4%
CCCc1nc2oc3c(NCCN(C)C)ncnc3c2c2c1CCCC2,16µM*,2%,-3%
N#C/C(C(=O)c1ccccc1)=C1/CCCN1,-1%,-5%,-4%
COc1cccc(Cl)c1NC(=O)N1CCN(c2cc(C)nc3ccccc23)CC1,?,3%,-9%

# Structures above with an aryl methoxy group (2):
SMILES,TDP1 cell noCPT,TDP1 block,N370S GC mod
COc1cccc(C(=O)NCC(=O)OCc2cc(=O)n3c(C)csc3n2)c1,-12%,1%,.
COc1cccc(Cl)c1NC(=O)N1CCN(c2cc(C)nc3ccccc23)CC1,?,3%,-9%

# (cont.)
SMILES,TDP1 cell noCPT,TDP1 block,N370S GC mod
COc1ccc(Cl)cc1NC(=O)CN1CCc2ccccc2C1,-4%,-6%,-8%
O=C(CCCN1CCOCC1)c1ccc2c(c1)OCCO2,-11%,-1%,7%[2.35 µM]
N#Cc1ccccc1OCC(=O)OCC(=O)NC1CCCCC1,3%,0%,2%
Cc1ccc(N(C(=O)c2csnn2)C(C(=O)NC2CCCCC2)c2cccnc2)cc1C (configuration not stated),-9%,11%,-6%
O=C(Cc1cc(C(=O)O)c2ccccc2n1)Nc1ccccc1,?,5%,-21%
CCCC1=Nc2cc(C(=O)NCCN3CCCC3)ccc2Sc2ccccc21,?,4%,-20%
Brc1ccc(Oc2ncc(CN3CCN(c4ccccc4)CC3)s2)cc1,?,2%,-1%
COCc1cc(C)nc(Nc2ccc(C)cc2C)c1C#N,-15%,-8%,4%
Nc1cc(=O)n(Cc2ccccc2)c(=O)n1-c1ccc(F)cc1,-6%,3%,4%
Cc1cc(C)cc(N(CC(=O)Nc2c(C)cc(C)cc2C)S(=O)(=O)c2c(C)nn(C)c2C)c1,?,-3%,.
C=CCn1cnc2c(c1=O)c1nc3ccccc3nc1n2Cc1ccccc1,.,7%,-6%
CCOc1nc(N(C)C)nc(-n2nnc(C(C)=O)c2C)n1,-24%,2%,-23%

# Record cards (already shown). Order of values: TDP1 cell noCPT | TDP1 block | N370S GC mod
# C=CCn1cnc2c(c1=O)c1nc3ccccc3nc1n2Cc1ccccc1 as listed: . | 7% | -6%
# O=C(CCCN1CCOCC1)c1ccc2c(c1)OCCO2 as listed: -11% | -1% | 7%[2.35 µM]

# Continuation:
SMILES,TDP1 cell noCPT,TDP1 block,N370S GC mod
COc1cccc(N(C(=O)c2snc(C(N)=O)c2N)C(C(=O)NCC2CCCO2)c2cccs2)c1 (configuration not stated),16µM*,9%,17%
COc1ccc(CC(=O)Nc2cccc(C(=O)Nc3ccccc3C(=O)O)c2)cc1OC,-7%,5%,5%
O=C(CCc1nnc(C2(c3ccc(Cl)cc3)CCC2)o1)N1CCCC1,-13%,0%,-3%
Cc1ccc(C)c(C(=O)CC2(O)C(=O)N(C)c3ccccc32)c1 (configuration not stated),4%,5%,6%
CCN(CC)C(=O)c1sc2c(c1C)c(=O)n(-c1ccccc1)c(=O)n2Cc1c(C)cc(C)cc1C,?,3%,.
Cc1nn(C)c(C)c1S(=O)(=O)N1CCc2ccccc21,-29%,2%,5%
COCCn1c(SCC(=O)NC2CC2)nnc1-c1ccco1,0%,-3%,-2%
Cc1ccccc1NC(=O)Cc1nc(COC(=O)c2ccc(NC(N)=O)cc2)cs1,?,1%,.
O=C(CC1C(=O)NCCN1Cc1ccc(F)cc1)NCCOc1cccnc1 (configuration not stated),3%,.,0%
COc1ccc(CNC(=O)C/C(C)=N/NC(=O)COc2ccc(Br)cc2)cc1,6%,4%,1%
CSc1ccccc1NC(=O)CN(C)CC(=O)NCc1ccccc1,-27%,-3%,29%
CCOc1cc(C2c3c(oc4ccccc4c3=O)C(=O)N2c2nccs2)ccc1O (configuration not stated),?,.,10%

# Laid out differently: 2 of the compounds above.
smiles	TDP1 cell noCPT	TDP1 block	N370S GC mod
Cc1ccccc1NC(=O)Cc1nc(COC(=O)c2ccc(NC(N)=O)cc2)cs1	?	1%	.
O=C(CC1C(=O)NCCN1Cc1ccc(F)cc1)NCCOc1cccnc1 (configuration not stated)	3%	.	0%

# Next part
SMILES,TDP1 cell noCPT,TDP1 block,N370S GC mod
COc1cccc(CN2CCc3nc(Nc4ccc5c(c4)OCCO5)ncc3C2)c1OC,8.2µM*,11%,.
Cc1ccc(C(=O)COC(=O)CCC(=O)NC2CCCCC2)cc1C,-20%,0%,7%
COc1ccc(C2NC(=O)c3ccccc3O2)c(OC)c1OC (configuration not stated),0%,.,-3%
Cc1c(N=C2SC(CC(=O)Nc3ccccc3)C(=O)N2CCN2CCOCC2)c(=O)n(-c2ccccc2)n1C (configuration not stated),-16%,2%,-3%
CC(=O)CS(=O)(=O)c1ccc(Oc2ccc(S(=O)(=O)CC(C)=O)cc2)cc1,?,7%,3%
Cc1cc(-c2ccccc2)nc(Oc2cccc(C(F)(F)F)c2)c1S(C)(=O)=O,?,-7%,10%
COc1ccc(C)cc1NC(=O)CSc1nc2ccccc2nc1N1CC(C)OC(C)C1 (configuration not stated),26µM*,.,-3%
Cc1cc(C)c2c(CC(=O)N(Cc3ccccc3)C3CCS(=O)(=O)C3)coc2c1 (configuration not stated),?,4%,.
O=C(COC(=O)/C=C/c1cccc(Cl)c1Cl)Nc1ccc2[nH]c(=O)[nH]c2c1,-3%,-1%,.
CC1CCC(NC(=O)C2CCN(c3cnccn3)CC2)CC1 (configuration not stated),-18%,-1%,-3%
O=C1CN(C(=O)CCCc2c[nH]c3ccccc23)c2ccccc2N1,?,8%,-16%
CC(=O)c1ccc(NC(=O)C2CCCN(S(=O)(=O)c3ccc4c(c3)CCCN4C(C)=O)C2)cc1 (configuration not stated),?,3%,.

# Random excerpt: two compounds from above, in no set order.
SMILES,TDP1 cell noCPT,TDP1 block,N370S GC mod
O=C(COC(=O)/C=C/c1cccc(Cl)c1Cl)Nc1ccc2[nH]c(=O)[nH]c2c1,-3%,-1%,.
COc1ccc(C2NC(=O)c3ccccc3O2)c(OC)c1OC (configuration not stated),0%,.,-3%

# Additional records.
SMILES,TDP1 cell noCPT,TDP1 block,N370S GC mod
Cc1cc(C)cc(OCC(=O)OCC(=O)NC2CCCC2)c1,-7%,-1%[56.1 µM],.
CCCN1CCN(c2ncnc3sc(C(=O)Nc4c(C)cc(C)cc4C)c(C)c23)CC1,10µM*,6%,.
CC1=C(C)CC(C(=O)N2CCN(Cc3ccccc3)CC2)C(C(=O)O)C1 (configuration not stated),-7%,2%,15%
COC(=O)CN(n1cnnc1)S(=O)(=O)c1ccc(C)cc1,-24%,5%,16%
COc1ccc(Nc2ncc(C(=O)N3CCN(Cc4ccccc4)CC3)c3ccccc23)cc1,?,8%,-16%
O=C(c1cc(-n2cnnc2)ccc1Cl)N1CCN(c2nc(-c3ccccc3)cs2)CC1,23µM*,2%,1%
